# TDP2 inh: human TDP2 enzyme inhibitors, primary screen, biochemical, epi absorbance, recombinant enzyme; Tyrosyl-DNA phosphodiesterase 2 (Homo sapiens), O95551; T5PNP hydrolysis, p-nitrophenol absorbance 415 nm; inhibition, % at 12.8 µM; 0.34% of 370,000 active; AID 720702, 2013;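 active means inhibition above the mean of all tested compounds plus 3 SD, set per campaign, cut at about 25% in these data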;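 further: 0% = DMSO with enzyme and 100% = buffer with substrate but no TDP2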
# Target sequence (O95551 whole entry, looked up): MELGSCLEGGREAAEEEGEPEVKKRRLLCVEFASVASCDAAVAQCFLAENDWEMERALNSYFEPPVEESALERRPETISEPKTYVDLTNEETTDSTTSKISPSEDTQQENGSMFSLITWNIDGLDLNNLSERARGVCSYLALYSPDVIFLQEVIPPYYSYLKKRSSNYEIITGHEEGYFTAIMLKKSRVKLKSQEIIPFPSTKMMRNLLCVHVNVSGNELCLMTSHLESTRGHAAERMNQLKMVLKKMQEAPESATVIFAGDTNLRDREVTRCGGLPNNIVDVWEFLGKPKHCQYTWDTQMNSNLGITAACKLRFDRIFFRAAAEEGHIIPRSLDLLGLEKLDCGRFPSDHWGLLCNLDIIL
#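 Evaluation: % inhibition relative to enzyme-containing and enzyme-free wells. Material: recombinant human TDP2. Benchmarks: enzyme-free and DMSO wells. Timing: enzyme reaction with compound for 2 h at 37 °C. Compound dosing: 12.8 µM only. Measured by: p-Nitrophenol epi absorbance. Reagent: T5PNP substrate at 5 mM, a TopII-DNA adduct mimic. Replication: single well per compound.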
# PRMT1 FP inh: PRMT1 methyltransferase inhibitors, primary screen, biochemical, fluorescence polarization. Protein arginine N-methyltransferase 1 (Homo sapiens), Q99873. inhibition, % at 2.79 µM. recombinant PRMT1, activity-based probe fluorescence polarization. 1.3% of 370,000 active;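 active means inhibition above about 21% made by adding two undisclosed values, limit read from the data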
# HTRA1 inhibitor: HTRA1 serine protease inhibitors, primary screen, biochemical, fluorescence polarization, HTS. Q92743. recombinant HTRA1, FP-rhodamine activity-based probe. inhibition, % at 5.96 µM. 0.5% of 340,000 active; in the data active means inhibition above about 36%;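 further: 0% = enzyme with DMSO and 100% = wells lacking enzyme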
# Target sequence (Q92743 whole entry, looked up): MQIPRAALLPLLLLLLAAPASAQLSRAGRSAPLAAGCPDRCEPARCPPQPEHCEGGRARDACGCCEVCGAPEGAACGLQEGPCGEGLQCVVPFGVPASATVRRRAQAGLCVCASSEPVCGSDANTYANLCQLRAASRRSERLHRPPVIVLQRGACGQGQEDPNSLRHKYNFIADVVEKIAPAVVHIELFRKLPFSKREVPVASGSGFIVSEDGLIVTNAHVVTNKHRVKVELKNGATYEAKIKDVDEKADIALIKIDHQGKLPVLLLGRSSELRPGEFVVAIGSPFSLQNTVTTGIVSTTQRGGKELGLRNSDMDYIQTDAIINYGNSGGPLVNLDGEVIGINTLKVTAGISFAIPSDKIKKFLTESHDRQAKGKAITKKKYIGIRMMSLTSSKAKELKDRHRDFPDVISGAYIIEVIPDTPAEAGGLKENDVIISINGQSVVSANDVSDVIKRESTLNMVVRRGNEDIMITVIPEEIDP
# mABHD4 FP: ABHD4 inhibitors, primary screen, biochemical, fluorescence polarization, mouse | 0.54% of 370,000 active | (Lyso)-N-acylphosphatidylethanolamine lipase (Mus musculus), Q8VD66 | inhibition, % at 8.92 µM | purified mABHD4, FP-Rh probe fluorescence polarization;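 active means inhibition exceeding the mean over every tested compound plus 3 SD, cut at about 30% in these data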;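 further: 0% = plate median of compound wells and 100% = S159A mutant with DMSO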
#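 Doses – 8.92 µM, single dose · Material – wild-type mouse ABHD4 protein · Replication – single well per compound (singlicate) · Measure – percent inhibition of probe binding, normalized to plate controls · Schedule – 45 min compound pre-incubation plus 60 min probe step, 25 °C · Detection – fluorescence polarization with parallel and perpendicular emission, 525/598 nm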
# rCAG RNA binder: binders of r(CAG) RNA repeats, primary screen, biochemical, fluorescence; r(CAG) RNA repeat, TO-PRO-1 dye displacement fluorescence; inhibition, % at 3 µM; 1.3% of 370,000 active;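 active means inhibition above the plate cutoff, the mean of all test compounds on that plate plus 3 SD, cut at about 35% in these data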;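 further: 0% = DMSO alone and 100% = 100 µM mitoxantrone as full dye displacement; higher means more dye released from RNA so lower well fluorescence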
# SIAE inh: human SIAE inhibitors, primary screen, biochemical, fluorescence polarization, FP-Rh probe, 1536-well HTS | Sialate O-acetylesterase (Homo sapiens), Q9HAT2 | SIAE FP-Rh probe binding | inhibition, % at 9.66 µM | 0.69% of 370,000 active;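 active means inhibition above a cutoff: mean of compounds within the control limits plus 3 SD of those, cut at about 17% in these data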;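 further: 0% = plate median of compound wells and 100% = probe without SIAE protein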
# Rev-erbA mod: modulators of Rev-erb alpha DNA binding, primary screen, biochemical, FITC-DNA, fluorescence polarization, uHTS; activity, % at 10 µM; Nuclear receptor subfamily 1 group D member 1 (Homo sapiens), P20393; 0.79% of 370,000 active; Rev-erbα–FITC-DNA binding, 90 min;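 active means activity above about 14%, limit read from the data; passing the limit was not always enough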;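 further: 0% = DMSO wells with 35 nM protein and 100% = DMSO wells with 750 nM protein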
# TCR-CD3 inh: inhibitors of human TCR-CD3 interaction, primary screen, biochemical, fluorescence, TAMRA-labeled TCR probe; inhibition, % at 9.4 µM; AID 651800, 2012; 0.37% of 360,000 active; T-cell receptor (TCR); in the data active means inhibition above about 19%;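 further: recombinant mutant TCR 2C K166C tagged with TAMRA read by polarization; 0% = receptor in buffer alone and 100% = receptor with positive control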
# PG9 binder: binders of HIV-1 gp120 antibody PG9, primary screen, biochemical, TR-FRET | AID 624416, 2012 | TR-FRET gp120-PG9 antibody binding | inhibition, % at 6.7 µM | HIV-1 gp120 / PG9 antibody interaction | 0.43% of 360,000 active; in the data active means inhibition above about 8.5%
# LEDGF integ inh: blockers of LEDGF/p75-dependent integrase strand transfer – biochemical, TR-FRET, high throughput, primary screen; HIV-1 integrase (with human LEDGF/p75); TR-FRET IN-LEDGF/p75 DNA integration, Eu/Cy5; inhibition, % at 3.7 µM; 0.64% of 370,000 active;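 active means inhibition above the screen-wide mean plus 3 SD, cut at about 13% in these data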;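 further: signal is the Cy5 over europium emission ratio at 671 and 618 nm; 0% = plate median of compound wells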
# * = called active by the depositor; nt = no result given.
SMILES,TDP2 inh,PRMT1 FP inh,HTRA1 inhibitor,mABHD4 FP,rCAG RNA binder,SIAE inh,Rev-erbA mod,TCR-CD3 inh,PG9 binder,LEDGF integ inh
Cc1ccc(Cl)cc1NC(=O)c1cc(S(=O)(=O)N2CCOCC2)cn1C,-5,-1,1,5,1,-5,-3,7,-0.3,-2
CC(C)=CC1C=C(C)C(C)C2C(=O)NNC(=O)C12 (stereo not given),-11,-2,-1,0,1,6,0,3,-2.8,-1
COc1ccccc1Nc1nc2c(C)cccc2cc1C#N,13,-2,-1,4,3,-1,12,2,0.1,-2
Cc1noc(C)c1CC(=O)N1CCCC(C(=O)c2ccc(C(C)(C)C)cc2)C1 (stereo not given),-3,-1,-8,-2,-4,-1,-1,7,1.6,-3
CC(C)(C)NC(=O)C(=O)NNC(=O)c1ccccc1,-5,2,1,-4,1,1,-3,9,-1.0,1
CC(=O)C1C(c2ccc(OC(F)F)cc2)NC(=O)NC1(O)C(F)(F)F (stereo not given),2,-1,5,0,2,1,6,5,0.6,4
Cc1sc2ncnc(-n3cnc4ccccc43)c2c1C,-1,-1,6,-5,-3,12,-5,-6,0.3,6
Cc1nn(Cc2ccccc2)c(C)c1CNC(=O)c1ccc(F)c(S(=O)(=O)N2CCOCC2)c1,-23,-1,11,-6,-1,-14,-1,-6,-4.3,3
COc1ccc(C(=O)N(C)C2CCCN(Cc3ccccc3F)C2)cc1C (stereo not given),-3,-2,-5,5,-10,1,-5,7,-1.8,2
Cc1cccc(C)c1NC(=O)C1(N(Cc2ccco2)C(=O)CC2NC(=O)NC2=O)CCCC1 (stereo not given),-7,-2,-8,-3,-1,-1,-1,1,0.1,2

# Some of these compounds in order of number of heavy atoms, falling:
SMILES,TDP2 inh,PRMT1 FP inh,HTRA1 inhibitor,mABHD4 FP,rCAG RNA binder,SIAE inh,Rev-erbA mod,TCR-CD3 inh,PG9 binder,LEDGF integ inh
Cc1cccc(C)c1NC(=O)C1(N(Cc2ccco2)C(=O)CC2NC(=O)NC2=O)CCCC1 (stereo not given),-7,-2,-8,-3,-1,-1,-1,1,0.1,2
Cc1noc(C)c1CC(=O)N1CCCC(C(=O)c2ccc(C(C)(C)C)cc2)C1 (stereo not given),-3,-1,-8,-2,-4,-1,-1,7,1.6,-3
CC(C)(C)NC(=O)C(=O)NNC(=O)c1ccccc1,-5,2,1,-4,1,1,-3,9,-1.0,1

# Further compounds:
SMILES,TDP2 inh,PRMT1 FP inh,HTRA1 inhibitor,mABHD4 FP,rCAG RNA binder,SIAE inh,Rev-erbA mod,TCR-CD3 inh,PG9 binder,LEDGF integ inh
COc1ccc(CCCNC(=O)C2CCC(=O)N(Cc3ccc(Cl)cc3)C2)cc1 (stereo not given),-11,4,-3,0,-7,0,3,-4,0.6,-3
O=C(CNc1ccc(Oc2ccccc2)cc1)N1CCOCC1,8,-1,1,3,-9,2,1,8,-2.2,5
Cc1ccc(NC(=O)c2cccc(S(=O)(=O)N3CCCCC3)c2)cc1,-6,-4,-8,-3,3,-8,-1,-1,-0.1,3
O=C(COC(=O)c1ccccn1)Nc1ccc(S(=O)(=O)N2CCOCC2)cc1,-5,1,1,0,1,-2,-1,-6,0.1,-2
CC(C)C(C)N(Cc1cccc(C(=O)O)c1)C(=O)c1ccc2ccccc2n1 (stereo not given),-1,-2,nt,6,2,-5,5,8,-0.3,-1
COC(=O)C(CO)NC(=O)C(C)NC(=O)CNC(=O)OCc1ccccc1 (stereo not given),-7,-1,3,3,1,-1,4,-4,-3.1,-2
O=C(O)c1cnc2ccc(Cl)cc2n1,0,2,9,2,1,-7,0,-3,0.4,-1
O=C(c1cn2ccccc2n1)N1CCCC(Nc2ccc(F)c(F)c2)C1 (stereo not given),-7,7,0,-3,8,8,4,2,0.2,-5
O=C(N/N=C1\CC2CC=CC12)c1ccccc1Cl (stereo not given),2,-3,-7,-3,0,5,-9,3,-0.1,7
Cc1ccc(Cn2nnc3c(=O)n(CC(=O)N4CCCc5ccccc54)cnc32)cc1,1,-4,10,-1,-4,-3,4,4,0.8,3

# Part of the list above, with tabs:
canonical_smiles	TDP2 inh	PRMT1 FP inh	HTRA1 inhibitor	mABHD4 FP	rCAG RNA binder	SIAE inh	Rev-erbA mod	TCR-CD3 inh	PG9 binder	LEDGF integ inh
O=C(COC(=O)c1ccccn1)Nc1ccc(S(=O)(=O)N2CCOCC2)cc1	-5	1	1	0	1	-2	-1	-6	0.1	-2
CC(C)C(C)N(Cc1cccc(C(=O)O)c1)C(=O)c1ccc2ccccc2n1 (stereo not given)	-1	-2	nt	6	2	-5	5	8	-0.3	-1
COC(=O)C(CO)NC(=O)C(C)NC(=O)CNC(=O)OCc1ccccc1 (stereo not given)	-7	-1	3	3	1	-1	4	-4	-3.1	-2

# Other compounds follow:
SMILES,TDP2 inh,PRMT1 FP inh,HTRA1 inhibitor,mABHD4 FP,rCAG RNA binder,SIAE inh,Rev-erbA mod,TCR-CD3 inh,PG9 binder,LEDGF integ inh
CC1CC(NS(=O)(=O)c2cc3c4c(c2)CCN4C(=O)CC3)CC(C)(C)C1 (stereo not given),-7,2,-6,0,-4,-8,-2,-8,1.2,-1
Fc1cccc(NC(=S)N2CCN(c3ccccn3)CC2)c1,8,1,3,4,-2,1,4,1,0.4,0
Cc1c(NC(=O)c2cccc(NC(=O)Cc3ccc(Cl)cc3)c2)c(=O)n(-c2ccccc2)n1C,-4,-3,-9,-3,5,6,-7,8,-0.3,-2
O=C(NC(=S)Nc1nc(-c2cccc([N+](=O)[O-])c2)cs1)c1cc(Cl)ccc1Cl,0,3,-4,-2,4,-12,1,4,-0.2,1
CN(C(=O)/C=C/c1ccco1)c1ccccc1C(=O)O,-1,16,9,-8,6,-1,0,-4,1.4,9
COC(=O)C1=C(N)Oc2cc(C)n(CC3CCCO3)c(=O)c2C1c1ccc(Cl)c(Cl)c1 (stereo not given),1,0,-32,-8,-3,-9,-6,2,-1.8,3
COC(=O)c1ccc(OCC(=O)NC2CCCCCCC2)cc1,-15,-6,2,-9,-4,-3,1,1,-1.5,6
O=C(Cc1c(F)cccc1Cl)Nc1ccc(S(=O)(=O)N2CCOCC2)cc1,-1,-2,-4,2,-1,-6,-1,2,-3.2,-4
Cc1nc(Nc2cccc(F)c2)c2oc3ccccc3c2n1,-6,4,-29,-2,-2,-5,7,-4,-1.0,-1
COc1cc(C(=O)NC(=S)Nc2ccc(N3CCCC3)cc2)cc(OC)c1OC,7,-3,8,4,8,3,5,-2,-0.6,-1
COCCNC(=O)c1ccc2c3n(nc2c1)-c1ccccc1CO3,7,-1,-1,-1,0,2,-2,-1,-1.0,0
O=C(NCCN1CCc2ccccc2C1)Nc1ccc([N+](=O)[O-])cc1,-5,8,-11,-6,10,-5,1,-4,-0.6,-4
Cc1c(C)n(C)c2ccc(C(=O)NCCc3ccco3)cc12,9,11,-39,-109,5,-99,-5,-14,-1.7,4
COc1ccc(CCN2C(=O)C(Oc3ccccc3C)C2c2ccc3c(c2)OCO3)cc1 (stereo not given),-4,-1,-32,-5,-3,-8,0,1,-0.1,2
COC(=O)Cc1[nH]nc2c1C(c1ccc(O)c(OC)c1)C(C#N)=C(N)O2 (stereo not given),7,3,0,17,4,8,3,9,-1.6,-3
O=C(CCl)Nc1cccc(-c2cnc3ccccc3n2)c1,0,3,-8,5,2,-3,-7,5,-2.9,-2
Cc1ccccc1Oc1ccc(NC(=O)C2CC=CCC2C(=O)O)cc1 (stereo not given),10,0,4,12,3,-1,4,-3,-1.0,2
Cc1cc(=O)[nH]c2sc(C(=O)N3c4ccccc4CC3C)c(N)c12 (stereo not given),2,4,0,12,8,10,0,0,0.8,1
Cc1ccc(S(=O)(=O)N2C[C@@H]3CCCC[C@@H]3[C@@H](C)[C@H]2c2cn(Cc3ccccc3)c3ccccc23)cc1,-3,-7,-13,4,4,5,6,3,1.0,5
N=c1oc2ccc(Br)cc2cc1C(=O)NC1CCCCCC1,7,0,3,6,3,-7,1,3,-2.6,0
CC(=O)OC(COc1ccc(F)cc1)Cn1cnc2ccccc21 (stereo not given),3,0,-5,1,-4,3,-1,-1,-1.3,1
COc1ccc2cc(CN(CCO)C(=O)c3ccc(Br)cc3)c(=O)[nH]c2c1,-8,4,-3,-9,2,-3,6,-5,2.6,0
O=C(Nc1ccc2c(c1)CCC2)c1cccc(S(=O)(=O)N2CCN(c3ccccc3)CC2)c1,-6,-2,-12,-29,9,-27,7,7,-0.1,-3
COc1ccc(-c2noc(C3CCCN(C(=O)c4ccc(C)cc4)C3)n2)cc1 (stereo not given),-6,-2,-4,2,-1,-3,4,-1,-0.2,3
CC(=O)N1C(=O)C2(NCC(C)N2)c2ccccc21 (stereo not given),10,-5,nt,-4,0,-1,3,4,0.8,2
COc1ccc(Br)c(C(=O)N(C)CC(=O)Nc2ccc(N3CCOCC3)cc2)c1,-10,8,1,-14,-4,1,-1,-9,0.6,-4
O=C(C1CCCN(C2CC(=O)N(c3ccc(F)cc3)C2=O)C1)N1CCCC1 (stereo not given),20,16,2,2,-1,-3,0,12,-0.1,2
CC(=O)Nc1cc2c(cc1[N+](=O)[O-])OCCO2,-6,-4,-2,-2,0,-9,3,0,-1.5,3
Cc1ccc(NCC(=O)N=Nc2c(O)[nH]c3ccc([N+](=O)[O-])cc23)cc1,6,7,nt,11,19,3,-10,1,-2.9,3

# Compound activity deposited in PubChem BioAssay by several laboratories.

# Only part of the results is shown. The share of hits here may be higher or lower than overall.
